RmlCD inh 1536: M. tuberculosis RmlC/RmlD coupled enzyme inhibitors, primary screen, biochemical, compound mixtures, 384-well, from 1536-well plates | RmlC+RmlD coupled enzyme assay, percent inhibition; primary screen in compound mixtures | inhibition, % at 3.6 µM | 160,000 compounds, 0.03% hits; in the data active means inhibition mostly above about 34%, no sharp cut-off; inconclusive means no clear call, values can overlap the other calls; inactive means mostly below about 22%; further: some results filed as inactive read as strong as hits
Target sequence (P9WH09 whole entry, looked up): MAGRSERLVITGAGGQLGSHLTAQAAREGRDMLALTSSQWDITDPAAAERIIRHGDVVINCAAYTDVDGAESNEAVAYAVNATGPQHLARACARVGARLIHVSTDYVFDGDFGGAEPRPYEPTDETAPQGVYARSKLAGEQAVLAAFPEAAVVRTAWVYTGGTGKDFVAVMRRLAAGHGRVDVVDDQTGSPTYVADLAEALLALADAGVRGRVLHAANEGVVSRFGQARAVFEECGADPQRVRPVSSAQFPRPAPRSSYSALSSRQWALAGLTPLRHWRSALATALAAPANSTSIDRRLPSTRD
Target sequence (P9WH11 whole entry, looked up): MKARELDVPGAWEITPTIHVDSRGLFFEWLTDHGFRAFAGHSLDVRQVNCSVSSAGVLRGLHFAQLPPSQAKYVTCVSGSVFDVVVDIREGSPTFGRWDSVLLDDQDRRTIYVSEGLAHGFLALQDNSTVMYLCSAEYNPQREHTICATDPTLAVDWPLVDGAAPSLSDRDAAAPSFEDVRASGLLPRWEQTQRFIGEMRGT
M. tuberculosis GlmU: inhibition of mycobacterial GlmU enzyme – biochemical, glucosamine-1-phosphate acetyltransferase (AID 1376); inhibition, %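 (tested at 30 µM in the primary screen)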; hits with a dose series show IC50 in µM; Bifunctional protein GlmU (Mycobacterium tuberculosis (strain ATCC 25618 / H37Rv)); M. tuberculosis GlmU acetyltransferase enzyme assay; higher % means a stronger effect; 220,000 compounds, 0.25% hits; in the data active means inhibition above about 13%; inconclusive means no clear call, values can overlap the other calls;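 further: 0% = complete reaction with vehicle and 100% = reaction without substrate; strong numbers were not always called active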
* hit, by the source's call; ? = inconclusive; . = no result given.

Results follow in this order: M. tuberculosis GlmU | RmlCD inh 1536
- CCn1c(=O)c(C)nn2c3ccccc3nc12
    -1.8% | -2.5
- CNC(=O)CN(c1ccc(C(C)C)cc1)S(C)(=O)=O
    4.0% | 56.5
- O=C(NC1C(=O)NNC1c1ccccc1)c1ccccc1 (configuration not stated)
    -1.0% | 10.8
- COCCCn1c(SCC(=O)N(C)C)nnc1-c1ccccc1
    5.6% | .
- Cc1cccc(NC(=O)Cn2cccc2)c1
    1.6% | .
- O=C(CNC1CCCCCC1)Nc1ccccc1N1CCCCC1
    -3.3% | 56.7
- Cc1ccc(CNS(=O)(=O)c2cn(C)cn2)cc1
    -1.1% | .
- Cc1cc(C)c2c(=O)[nH]c(SCC(=O)N3CCCCC3)nc2n1
    -1.7% | -6.5
- COc1ccc2cnn(Cc3ccccc3)c(=O)c2c1OC
    1.4% | -4.7
- O=S(CC1CC1(Cl)Cl)CC1CC1(Cl)Cl (configuration not stated)
    2.7% | -1.5
- CC(C)N(C(=O)NC(=O)Nc1ccc(S(=O)(=O)N2CCCC2)cc1)S(C)(=O)=O
    -2.5% | 1.9
- CC(=O)Oc1ccc(/C=N/NC(=O)CCSc2ccccc2)cc1
    6.9% | 3.0
- O=C(Nc1ccccc1N1CCOCC1)c1cccc(F)c1
    . | -5.8
- COc1ccc(C(=O)COC(=O)C(CCSC)NS(=O)(=O)c2ccc(Cl)cc2)cc1 (configuration not stated)
    -3.2% | -10.1
- Cc1ccnc(N/N=C/c2ccccc2)n1
    2.2% | 4.9
- S=c1[nH]nc(Cc2sc(-c3ccccc3)nc2-c2ccccc2)o1
    . | 5.6
- CC(=O)c1sc(-c2ccc(Cl)cc2)nc1C
    -1.9% | -11.2
- Clc1ccc(-c2cnc3n2CCCCC3)cc1
    -4.6% | -8.1
- O=C(c1ccccc1)c1ccc(OCC(O)CN2CCCCC2)cc1 (configuration not stated)
    2.0% | .
- CCS(=O)(=O)c1ccc(O)c(NC(=O)c2cc(OC)c(OC)c(OC)c2)c1
    -0.5% | .
- COc1cc(NC(=S)Nc2ccccn2)cc(OC)c1OC
    -4.0% | -3.5
- O=c1oc(-c2ccccc2NS(=O)(=O)c2ccc(Cl)cc2)nc2ccccc12
    -2.9% | .
- CCOc1cccc(C(=O)NC(=S)Nc2ccc(Cl)cc2C(=O)O)c1
    4.0% | 2.4
- CC(NC(=O)c1ccccc1Cl)C(=O)O (configuration not stated)
    -0.9% | -7.3
- CCOC(=O)c1c(C)n(Cc2ccco2)c2c1cc(O)c1ccccc12
    0.6% | .
- COn1c(-c2ccc(Cl)cc2)nc2ccc(Cl)cc21
    -2.6% | -10.2
- N/C(=N\OC(=O)COc1ccc([N+](=O)[O-])cc1)c1ccc(Br)cc1
    -0.4% | 52.3
- O=C(CCn1nnc2ccccc21)Nc1nnc(Cc2ccccc2)s1
    . | 12.0
- O=C(c1ccc(C(F)(F)F)cc1)C1CCCN(C(=O)CN2CCCC2=O)C1 (configuration not stated)
    2.0% | .
- Fc1ccc(NC(=S)NCc2ccccn2)cc1
    1.8% | 10.9
- Cc1ccc(N=C2C(=S)N(c3ccc(C)cc3)C(=N)N2/N=C/c2ccc(Cl)cc2)cc1
    7.8% | .
- COc1ccc(CCN2CNc3c(c(=O)n(C)c(=O)n3C)C2)cc1OC
    -2.1% | -2.0
- O=C(/C=C/c1ccccc1)NCCc1nc2ccccc2[nH]1
    3.5% | -9.8
- COC(=O)c1c(-c2c(Cl)cccc2Cl)noc1C(=O)NN
    5.8% | 6.3
- CCOC(=O)C1(CC)NC(c2ccco2)C2C(=O)N(C)C(=O)C21 (configuration not stated)
    -1.7% | .
- Cc1c(CN(C)C(=O)c2nn(C)cc2[N+](=O)[O-])cnn1C
    1.9% | 3.9
- Cc1ccnc(N2C(=O)c3ccccc3C2O)c1 (configuration not stated)
    1.7% | -9.3
- COc1ccc(NC(=O)COC(=O)CNC(=O)c2cc(OC)c(OC)c(OC)c2)cc1
    2.0% | -6.7
- CCOC(=O)C1CCCN(C(=O)c2cc3c(C)nc4ccccc4c3o2)C1 (configuration not stated)
    3.1% | .
- CNC(=O)NC(=O)COC(=O)CCCOc1ccc(OC)cc1
    6.3% | 4.0
- COC(=O)c1sccc1NC(=S)N1CC(C)CC(C)C1 (configuration not stated)
    10.1% | -16.7
- CCC(C(=O)NC1CCCCC1)N(CC1CCCO1)C(=O)CNS(=O)(=O)c1ccc(OC)cc1 (configuration not stated)
    -0.3% | 29.5
- COc1ccc(CCC(=O)Nc2cc(Cl)ccc2OC)cc1
    -2.4% | 12.2
- CCN(CC(=O)NCc1cccs1)S(=O)(=O)c1ccc(C(C)C)cc1
    -3.1% | .
- Nc1cc(N)nc(SCC(=O)N2CCN(S(=O)(=O)c3ccccc3)CC2)n1
    0.6% | .
- CCOc1ccc(Nc2cc(=O)oc3ccccc23)cc1
    0.1% | -30.2
- CC(=O)c1ccc(NS(=O)(=O)c2ccc(N)cc2)cc1
    2.2% | -9.1
- Cc1ccc(S(=O)(=O)n2c([N+](=O)[O-])cnc2C)cc1C
    1.1% | 33.5
- C=CCNC(=S)Nc1ccc(C)c(S(=O)(=O)N2CCCCC2)c1
    -5.6% | -4.7
- CN(C)CCCNC(=O)CCc1ncc(C(F)(F)F)cc1Cl
    0.5% | 3.8

One compound at a time, from the list above:
CN(C)CCCNC(=O)CCc1ncc(C(F)(F)F)cc1Cl in the list: M. tuberculosis GlmU = 0.5%; RmlCD inh 1536 = 3.8
CCN(CC(=O)NCc1cccs1)S(=O)(=O)c1ccc(C(C)C)cc1 in the list: M. tuberculosis GlmU = -3.1%; RmlCD inh 1536 = .

(further entries)
Results follow in this order: M. tuberculosis GlmU | RmlCD inh 1536
- CCNc1nc(NC#N)nc(SCC(=O)OCC)n1
    -4.2% | 3.2
- COc1ccc(C2C(C(=O)NCCN3CCOCC3)c3ccccc3C(=O)N2C)cc1OC (configuration not stated)
    4.7% | 2.9
- CC(Sc1ccccn1)C(=O)Nc1ccccc1 (configuration not stated)
    4.6% | .
- COc1ccc(N(CC(=O)Nc2ccccc2C(=O)O)S(=O)(=O)c2ccc(C)c([N+](=O)[O-])c2)cc1
    -1.3% | 5.0
- CCC(=NCCC(c1ccccc1)c1ccccc1)c1c(O)[nH]c(=O)[nH]c1=O
    8.6% | -5.3
- C=CCNc1sc(C(=O)c2ccc(Br)s2)c(N)c1C#N
    3.4% | .
- Cc1ccc(C2NC(c3ccc(C)cc3)C(C)C(=NO)C2C)cc1 (configuration not stated)
    -2.0% | .
- COc1ccc(NC(=O)C(=O)NCc2ccncc2)c(OC)c1
    1.3% | 12.8
- CCCc1cc(C(=O)Nc2sc3c(c2C#N)CCC3)no1
    . | 16.0
- Cn1c(SCCOc2ccc(Cl)cc2)nnc1-c1ccncc1
    -4.4% | .
- CC(=O)C1=C(O)CC(C)(C)CC1=NCc1nc2ccccc2[nH]1
    -4.1% | -11.7
- C=CCNCCCOc1ccc(C)cc1Br
    -7.2% | 6.5
- O=C(NC(=S)Nc1cc(C(F)(F)F)ccc1N1CCOCC1)c1sc2ccccc2c1Cl
    1.3% | 4.7
- O=C(c1cc(=O)c2ccccc2o1)N1CCCc2ccccc21
    1.4% | .
- COc1ccc(CCNC(=O)c2cnc3scc(C)n3c2=O)cc1OC
    -1.7% | -5.8
- Cc1ccc(-c2ccc(S(=O)(=O)N3CCN(C)CC3)cc2)cc1
    1.2% | 15.2
- COCCCNc1nc2ccccc2nc1NS(=O)(=O)c1ccc(C)cc1
    2.6% | 7.2
- O=C(c1ccc(C#CC2(O)CCCCC2)cc1)N1CCN(C(c2ccccc2)c2ccccc2)CC1
    6.9% | -6.3
- COC(=O)C1=CN(Cc2cccs2)C=C(C(=O)OC)C1c1ccc(OC)cc1OC
    1.7% | 5.0
- CCOC(=O)CCn1c2nc(C)cc(C)c2c(=O)n1-c1ccccc1
    1.8% | -9.9
- Cc1nc(N2C(=O)C(=O)/C(=C(/O)c3ccccc3)C2c2ccco2)sc1C (configuration not stated)
    -1.3% | 10.5
- C=C1CC2C(=O)N(Cc3ccccc3)C(C(=O)OCC)(C(=O)OCC)C1N2C(=O)OC(C)(C)C (configuration not stated)
    -1.3% | .
- CCCc1nnc(-c2ccc(OC)cc2)o1
    1.1% | 0.7
- O=C1CC(N2CCCc3ccccc32)C(=O)N1c1ccccc1 (configuration not stated)
    -1.1% | .
- NC(=O)c1ccsc1NC(=O)C1CC1
    -0.3% | .
- Cc1c(NC(=O)c2cc(-c3ccc(Cl)s3)nc3ccccc23)c(=O)n(-c2ccccc2)n1C
    3.4% | -11.8
- CC(=O)c1coc2ccc(OCC(=O)O)cc12
    6.3% | -7.0
- O=C(c1ccc(S(=O)(=O)N2CCOCC2)cc1)N(c1ccc(F)cc1)C1C=CS(=O)(=O)C1 (configuration not stated)
    3.2% | -5.6
- C[C@H](NC(=O)c1nc[nH]c1C(=O)N[C@H](C)c1ccccc1)C(=O)OCc1ccccc1
    -0.4% | .
- CCOc1ccc(NC(=O)CCC(=O)NNC(=O)c2ccco2)cc1
    1.6% | -9.3
- O=C(CSc1nnc(-c2ccc(Cl)cc2Cl)n1C1CCCCC1)NC1CCS(=O)(=O)C1 (configuration not stated)
    4.3% | -2.8
- CC(NC(=S)Nc1ccc(Cl)cc1)C(c1ccccc1)N1CCOCC1 (configuration not stated)
    -2.0% | .
- Cc1c(C(=O)N2CCCC2)sc(NC(=O)c2cccs2)c1C#N
    0.5% | .
- CC(C)(C)[C@H]1C=C(C(=O)O)O[C@@H](OCc2ccc(CO)cc2)C1
    2.0% | .
- COc1ccccc1NC(=O)CCCn1c(=S)[nH]c2ccccc2c1=O
    5.1% | 4.9
- CCCCN(C(=O)CSc1cc(C)c2ccc(OC)cc2n1)c1c(N)n(Cc2ccccc2)c(=O)[nH]c1=O
    -0.3% | -9.5
- Cc1ccc2c(C(=O)CN3CCCC3)c(C)[nH]c2c1
    -5.2% | -5.1
- CCc1nnc(NC(=O)c2cc3ccccc3oc2=O)s1
    -1.0% | .
- O=C(Nc1ccccc1)N1CCN(CCc2ccccc2)CC1
    -1.4% | 98.9
- COC(=O)c1ccccc1Sc1c(/C=N/OCc2ccc(Cl)cc2)c(C(F)(F)F)nn1C
    -1.5% | .
- CCc1c(C)nc(N2CCOCC2)[nH]c1=O
    3.2% | -1.8
- O=C(O)C1CCCCC1C(=O)NCCCCc1ccccc1 (configuration not stated)
    1.4% | 9.6
- Cc1cc(C)nc(SCSc2nc(C)cc(C)n2)n1
    -0.2% | 8.0
- CCCCCn1c(=O)c(-c2nc3ccccc3[nH]2)c(O)c2ccccc21
    -4.8% | 3.8
- COC(=O)c1cn(CC(=O)N2CCCCC2C)c2ccccc12 (configuration not stated)
    -3.4% | 20.0
- Cc1nn(-c2ccccc2)c(Cl)c1/C=N/Nc1ccc(S(=O)(=O)Nc2ccccc2C(=O)O)cc1[N+](=O)[O-]
    . | ?
- COc1ccc(C(=O)C2CCCN(Cc3cccn3-c3nccs3)C2)cc1OC (configuration not stated)
    5.7% | -7.4
- COc1ccc(/C=C2/SC(=S)N(n3c(C)ccc3C)C2=O)cc1
    . | ?
- O=C(NNC(=O)c1cccnc1)Nc1cccc2ccccc12
    -0.7% | 73.6
- CN(C)C(/C=C/Nc1ccc(F)cc1F)=C(C#N)C#N
    -4.3% | 6.1

Pulled by compound from the entries so far (2):
Results follow in this order: M. tuberculosis GlmU | RmlCD inh 1536
- Cc1nn(-c2ccccc2)c(Cl)c1/C=N/Nc1ccc(S(=O)(=O)Nc2ccccc2C(=O)O)cc1[N+](=O)[O-]
    . | ?
- Cc1cc(C)nc(SCSc2nc(C)cc(C)n2)n1
    -0.2% | 8.0

(cont.)
Results follow in this order: M. tuberculosis GlmU | RmlCD inh 1536
- COCCOC(=O)C1=C(C)N=c2s/c(=C\c3cccs3)c(=O)n2C1c1cccs1 (configuration not stated)
    -2.6% | -8.7
- CCc1ccc(NC(=O)N(CCN2CCOCC2)C2CCN(C(C)=O)CC2)cc1
    -1.8% | .
- Cc1cc(C)cc(NC(=O)CN2CCC(NC(=O)Cc3ccccc3)CC2)c1
    5.2% | 11.5
- COc1ccc(N2CCN(C(C)C(=O)N3CC(C)OC(C)C3)CC2)cc1 (configuration not stated)
    -4.0% | .
- Cc1ccc(CS(=O)(=O)c2nc3c(c(N(C)C)n2)CCCC3)cc1
    3.4% | -13.3
- CCOC(=O)c1ccc(NC(=S)Nc2ccccn2)cc1
    -1.8% | 5.0
- Cc1c(C(=O)N2CCN(c3ccccn3)CC2)sc2ncnc(N3CCOCC3)c12
    0.3% | .
- Brc1ccc(-c2nc(N/N=C/c3cccnc3)c3ccccc3n2)cc1
    1.6% | .
- CC(OC(=O)c1ccc([N+](=O)[O-])s1)C(=O)Nc1ncc(Cl)cc1Cl (configuration not stated)
    -0.1% | 15.7
- Cc1cccc2[nH]c3c(N4CC=C(c5ccc(F)cc5)CC4)ncnc3c12
    0.1% | 10.3
- Cc1ccc(C(=O)Nc2nc(-c3ccc([N+](=O)[O-])cc3)cs2)o1
    3.4% | .
- O=C(Cn1c(CC(=O)N2CCCC2)nc2ccccc21)NCc1ccccc1
    7.1% | .
- O=C(N/N=C/c1ccc(-c2ccc(Br)cc2)o1)c1ccc2c(c1)OCO2
    -3.1% | .
- CC(=Nc1ccccc1)C1=C(O)COC1=O
    1.3% | .
- Cc1ccc(S(=O)(=O)N(C)C)cc1-n1c(SCC(=O)Nc2ccc(F)cc2Cl)nc2ccccc2c1=O
    0.8% | 1.7
- Cc1cc2c(cc1C)CSC(c1ccc(O)cc1)SC2
    0.6% | 5.7
- Cc1ccn2cc(-c3cnoc3C)nc2c1
    4.5% | .

Screening data as filed in PubChem.

Not all compounds are listed; the hit share may differ from the screen's.
